A549 tox: counter-screen for Nrf2 inhibitors: cytotoxicity in A549 cells; A549 ARE-Fluc cells, CellTiter-Fluor viability, 18-24 h; Potency, µM (titrated, usually from 46 µM), for inactives: at the top dose activity change, negative = cytotoxicity, usual class: inhibitors; hit rate 0.16% among 390,000; further: potency means the concentration at half of the fitted maximal effect; on the % scale 0 is the no-effect control and ±100 the full control effect
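A549 ARE-Fluc cells in 5% FBS OPTI-MEM, 5000 cells/well, rested 2 h then exposed to compounds in concentration-response for 18-24 h at 37 °C. Viability by CellTiter-Fluor fluorescence (Ex 405/Em 525) after 30 min; luciferase luminescence (BugLite, 15 min, RT) read afterwards.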
TGFb SMAD3 inh: TGF-b pathway inhibition; HepG2 CAGA-GFP TGF-b/SMAD3 reporter, GFP fluorescence, 18 h; TGF-beta stimulated, 500 pg/mL final; Potency, µM (highest dose often 46.1 µM), for the others: at the highest dose activity, negative = inhibition, actives largely listed as inhibitors; AID 588855; hit rate 1.2% among 410,000; further: potency means the concentration at half of the fitted maximal effect; on the % scale 0 is the no-effect control and ±100 the full control effect; nearly all actives have a fitted effect of over 65% in size
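Read-out: total well GFP (ex488/em500-530) summed from mean per-cell fluorescence. Cells: HEPG2 CAGA-GFP, 1% FBS DMEM, 18 h at 37 degrees C with 500 pg/mL final TGF-beta. Unstimulated wells served as the full-inhibition control; stimulated DMSO wells = 0%.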
HepG2 viability: HepG2 cytotoxicity, counter-screen for TGF-b inhibitors; Potency, µM (series often up to 46.1 µM), inactives show at the top dose activity change, negative = cytotoxicity, usual class: cytotoxic; HepG2 CAGA-GFP viability, ATP luminescence, 18 h; hit rate 0.76% among 410,000; further: potency means the concentration at half of the fitted maximal effect; some results filed as inactive show a strong effect at the top dose
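CellTiter-Glo luminescence gave cytotoxicity after 18 hours at 37 degrees C. The cells were HepG2 CAGA-GFP in 1% FBS DMEM, stimulated with 500 pg/mL TGF-beta after compound addition. %Activity was normalised to no-cell wells (complete cell-killing) and DMSO (no toxicity), and curves were fitted and classified.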
IL-1B inflam inh: inhibitors of inflammasome signaling (IL-1 beta secretion); THP-1 LPS/ATP IL-1B secretion, AlphaLISA, 16 h; active compounds read low; activity change, % at 57.5 µM; hit rate 4.7% among 360,000; AID 743279; in the data active means activity change below about -50%; inconclusive means mostly about -30% to -49%; further: on the % scale 0 is the no-effect control and ±100 the full control effect
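THP-1 cells pretreated 1 hr with compounds (up to 57.5 uM final), then stimulated with LPS (250 ng/mL final) plus ATP (1.25 mM final); secreted IL-1B measured by AlphaLISA after 16 hr, decreased signal indicating inhibition.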
Nrf2 ARE act: Nrf2 pathway activation; AREc32 ARE-luciferase reporter (MCF7-derived line), luminescence, 24 h; Potency, µM (titrated, usually from 46.1 µM), inactives show top-dose activation, usual class: activators; hit rate 0.31% among 410,000; AID 624171; further: potency means the concentration at half of the fitted maximal effect; % of control where 0% means no effect; nearly all actives have a fitted effect of over 65% in size
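Luminescent ARE reporter assay in AREc32_Fluc cells: overnight plating at 37 deg C, 24 hr compound incubation, Steady-Glo added, 30 min RT before reading.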
MCF10A rereplic: DNA re-replication induction in MCF 10a cells; MCF 10A DNA re-replication, Hoechst nuclear intensity, 48 h; Potency, µM (titrated, usually from 46.1 µM), without a hit: top-dose activity, positive = re-replication, most hits filed as activators; hit rate 2.9% among 350,000; AID 624296; further: potency means the concentration at half of the fitted maximal effect; % of control where 0% means no effect; nearly all actives have a fitted effect of over 50% in size
ATXN2 expr inh: inhibitors of ATXN2 expression; hit rate 0.72% among 360,000; Potency, µM (doses to about 57 µM), without a hit: at the highest dose activity change, negative = inhibition, hits mostly inhibitors; AID 1745845; HEK-293 ATXN2-luciferase reporter, luminescence, 24 h; further: potency means the concentration at half of the fitted maximal effect; on the % scale 0 is the no-effect control and ±100 the full control effect; nearly all actives have a fitted effect of over 55% in size
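ATXN2-luciferase reporter cells (luciferase flanked by upstream and downstream ATXN2 gene portions) were treated 24 h at 37 °C with compounds at up to 57 uM. SteadyGlo luminescence gave expression; GF-AFC fluorescence gave viability.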
Nrf2 block: blocks Nrf2 signaling; hit rate 2.1% among 360,000; A549 ARE-Fluc reporter, luciferase luminescence, 18-24 h; Potency, µM (top dose mostly 46 µM), for inactives: top-dose activity change, negative = inhibition, actives largely listed as inhibitors; further: potency means the concentration at half of the fitted maximal effect; on the % scale 0 is the no-effect control and ±100 the full control effect; nearly all actives have a fitted effect of over 60% in size
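Quantitative HTS in A549 cells stably bearing an antioxidant response element-firefly luciferase construct. Inhibition of Nrf2-driven transcription was scored by luminescence after 18-24 h of compound exposure at 37 °C.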
ATXN viability: cell viability loss in ATXN counter-screen. hit rate 0.49% among 400,000. Potency, µM (top dose mostly 56.7 µM), usual class: cytotoxic. AID 651635. S2 cells (HEK-293 line with an ATXN2-luciferase reporter) viability, CellTiter-Fluor protease fluorescence, 24 h; further: potency means the concentration at half of the fitted maximal effect; nearly all actives have a fitted effect of over 40% in size
* hit, by the source's call; i = inactive; ? = inconclusive; nt = no result given; [ ] = dose if it differs, or a comment. Unless noted, the call rests on the fitted dose curve; in most records, active means well fitted curve in the direction sought with a large enough effect; inconclusive means small, poorly fitted or top-dose-only effect, or another doubt; inactive means no such curve, though single readings can be large; an effect the other way counts as inactive or inconclusive.

SMILES	A549 tox	TGFb SMAD3 inh	HepG2 viability	IL-1B inflam inh	Nrf2 ARE act	MCF10A rereplic	ATXN2 expr inh	Nrf2 block	ATXN viability
COc1ccc(N(CC(=O)NCCSc2ccccn2)S(C)(=O)=O)cc1Cl	1%	-2%	7%	-17	-0.6%	-1%	7%	2%	i
O=[N+]([O-])c1ccc(NC(=S)N2CCOCC2)cc1	-1%	10%	21%	1	0.2%[9.22 µM]	11%	0%	12%	?
CCOc1ccc(NC(=O)CC(C)S(=O)(=O)c2ccc3c(c2)NC(=O)CO3)cc1 (stereo not given)	0%	15%	-17%	0	-0.1%	1%	31%[activator]	-5%	i
O=C(Nc1cnccn1)Nc1ccccc1F	1%	0%	4%	16	-0.1%	1%	19%	8%	i
CC1CC(C)C(=NNC(N)=O)C(C(O)CC2CCC(=O)NC2=O)C1 (stereo not given)	-15%	?	-2%	-17	-1.5%	?	?	?	i
COc1ccc(NC(=O)c2cccc(N3C(=O)C4C5C=CC(C5)C4C3=O)c2)cc1 (stereo not given)	-4%	-9%	8%	-14	-0.7%	-1%	5%	-21%	i
CCOC(=O)c1c(C)[nH]c(C(=O)N2CCN(c3ccc(OC)cc3)CC2)c1C	4%	-7%	0%	-16	4.3%	10%	-33%	-1%	i
CC(NC(=O)CNC(=O)c1ccco1)c1ccc(S(N)(=O)=O)cc1 (stereo not given)	6%	10%	-33%	-4	0.1%	20%	-8%	-13%	i
CSc1nnc(-c2sccc2OCc2ccc(C)cc2)n1C	-13%	31%[activator]	0%	9	0.2%	?	4%	-24%	i
COc1ccc(Cn2c(=S)[nH]c3cc(C(=O)N4CCN(c5ccccc5)CC4)ccc3c2=O)cc1	5%	-22%	-30%	60	-0.4%	-2%	31%	0%	i
C[C@@H]1ON(C)[C@H]2C[C@H]3c4[nH]c5ccccc5c4CCN3C[C@@H]12	nt	3%	-18%	24	14%	nt	13%	nt	i
Cc1cc(F)ccc1S(=O)(=O)Nc1ncnc2sccc12	2%	-6%	7%	29	0.2%	2%	1%	-26%	i
CC(=O)Nc1ccc(/C(C)=N/NC(=O)CN(c2ccccc2Br)S(C)(=O)=O)cc1	1%	12%	4%	-4	0.5%	12%	3%	-22%	i
COc1ccccc1CC(=O)NNC(=O)CN(C)S(=O)(=O)c1ccc(Cl)cc1	1%	-5%	5%	15	-0.4%	4%	2%	18%	i
COc1cccc(CNC(=O)C2CCC(CNc3nc(=S)[nH]c4ccccc34)CC2)c1 (stereo not given)	0%	-4%	-2%	-17	0.2%	?	?	?	i
Cc1ccc(NC(=O)CN(C)C(=O)COC(=O)c2oc3ccccc3c2C)cc1	-7%	-16%	-7%	-10	-0.4%	3%	1%	-26%	i
CC(C)(C)OC(=O)N1CCC(NC(=O)c2ncn(Cc3ccccc3)c2C(=O)NC2CCN(C(=O)OC(C)(C)C)CC2)CC1	-15%	?	-25%	-18	1.1%	?	?	?	?
CN(Cc1ccccn1)Cc1cn(Cc2ccccc2)nc1-c1ccc2c(c1)OCO2	0%	17%	2%	?	3.8%	13%	-20%	2%	i
O=C(c1cc2n(n1)C(C(F)(F)F)CC(c1ccco1)N2)N1CCN(c2ccccn2)CC1 (stereo not given)	-2%	-13%	-1%	-14	-1.0%	-3%	-5%	-10%	i
COc1ccc(C(=O)NC(=S)Nc2ccc(NC(=O)c3ccco3)cc2)cc1[N+](=O)[O-]	-3%	10%	10%	12	0.4%	1%	7%	-2%	?
O=C(Nc1ccc(C(=O)N2CCCC2)cc1)c1ccccc1F	5%	-17%	-42%	5	-0.9%	-17%	-13%	nt	i
O=C(Nc1ccccc1)Nc1ccc(Br)cc1F	0%	-2%	-11%	?	3.7%	3%	22%	8%	i
CCOc1ccc(Cl)cc1/C=N/O	-3%	-6%	1%	5	3.6%	2%	-9%	-14%	i
CCOc1ccc(NC(=O)CSC2=Nc3ccccc3C3=NC(Cc4ccccc4)C(=O)N23)cc1 (stereo not given)	-17%	-17%	-14%	nt	4.9%	nt	4%	nt	?
CCC(C)(C)NC(=O)CN(C(=O)CCC(=O)Nc1cc(C)ccn1)c1ccc2c(c1)OCCO2	-9%	11%	12%	-5	1.9%	8%	-2%	-2%	i
O=C(COC(=O)c1ccncc1)c1ccc(Br)cc1	2%	2%	0%	13	-0.5%	1%	5%	10%	i
COc1ccc(C(=O)NC2CCCN(Cc3ccc(Cl)cc3)C2)c(OC)c1 (stereo not given)	-12%	?	-39%	-25	3.2%	3%	?	?	?
CCSc1ccc([C@@H]2[C@@H]3C(=O)N(CC)C(=O)[C@@H]3[C@]3(C(=O)OC)CCCN23)cc1	-4%	?	-21%	16	5.3%	21%	8%	-13%	i
CC(C)c1ccc(NCCC(=O)c2cccs2)cc1	17%	-19%	24%	-26	4.5%[9.22 µM]	?	71%[activator]	?	i
O=Cc1cn(-c2ccccc2)nc1-c1ccccn1	-1%	19%	-4%	?	3.1%	4%	-1%	4%	?
Cc1ccc(C(C)C)c(OCC(=O)Nc2nc3c(s2)CCCC3)c1	1%	?	-5%	nt	-0.8%	nt	nt	?	nt
COc1ccc(-c2ccc(CN3C(C(C)C)C(=O)N(Cc4cn(CCC5OCCO5)nn4)CCS3(=O)=O)cc2)cc1 (stereo not given)	nt	-25%	-11%	13	0.2%	nt	-18%	nt	?
COC(=O)c1cc(OC)c(OC)cc1NC(=S)Nc1cc(Cl)ccc1OC	-9%	-28%	-1%	-22	0.1%	-1%	3%	?	i
Cc1ccc(OCc2nnc(-c3ccc(Cl)cc3)o2)cc1	6%	-11%	1%	51	2.4%	3%	-9%	-1%	i
CC1(C(=O)NCC2CC2)C=CC2(CCCCC2)N1C(=O)c1ccccc1 (stereo not given)	-3%	-2%	-52%	-17	-0.4%	-10%	34%[activator]	14%	i
Cc1ccccc1-n1nnnc1SCC(N)=O	-1%	27%	13%	12	-0.8%	-1%	-2%	nt	i
COc1ccc(OC)c(NC(=O)C2CCN(S(=O)(=O)c3cccs3)CC2)c1	-1%	?	-9%	-7	0.0%	-6%	-6%	1%	i
O=C(NCCc1ccncc1)Nc1ccc(F)cc1	1%	-26%	-25%	8	0.0%	5%	14%	-8%	i
CCN(c1ccccc1)S(=O)(=O)c1ccc(OCC(=O)Nc2cc(C)on2)cc1	-5%	-25%	-1%	-13	0.1%	-3%	6%	?	i
CC(=O)c1ccc(NC(=O)Nc2ccc(S(=O)(=O)N3CCCC3)cc2)cc1	-7%	-13%	-46%	-108*	6.1%	12%	-21%	-27%	?
C=CCc1ccc(OCCOCCOc2ccc(C)cc2[N+](=O)[O-])c(OC)c1	13%	12%	2%	-20	0.7%	?	-10%	nt	i
CCOC(=O)CSC1=C(C#N)C(c2ccc(OC)cc2)C2=C(CC(C)(C)CC2=O)N1 (stereo not given)	0%	0%	-35%	26	5.0%	?	1%	-2%	i
O=C(CSc1nnnn1-c1ccc(Cl)cc1)NNC(=O)c1ccc([N+](=O)[O-])cc1	3%	-6%	-16%	12	0.0%	-76%[inhibitor]	1%	-8%	?
CCn1c(SCC(=O)Nc2cccc(OC)c2)nc2c(c1=O)SCC2	-9%	0%	0%	9	3.2%	1%	9%	-13%	i
COc1ccccc1N1CCN(C(=O)CSc2nc3ccccc3[nH]2)CC1	5%	-10%	1%	-15	-0.5%	-3%	13%	-28%	i
Cc1ccc(NC(=O)CCC(=O)OC(C(=O)c2ccc(C)c(C)c2)c2ccccc2)c(C)c1 (stereo not given)	1%	-13%	5%	3	0.0%	584%[0.0737 µM]	5%	?	i
O=C(CSc1nnc(-c2cccnc2)n1-c1ccccc1)N1CCN(c2ccc(F)cc2)CC1	-6%	-7%	-19%	-6	-0.7%	-29%	-14%	-26%	?
Cc1nc2ccc(N)nc2nc1C	-2%	13%	10%	10	-0.4%	23%	-4%	7%	i
COc1cc(N)c(Cl)cc1C(=O)OCC(=O)N1c2ccccc2NC(=O)C1(C)C	-2%	8%	-10%	35	0.1%	-1%	2%	-14%	i

Record cards, as listed above:
CC(C)(C)OC(=O)N1CCC(NC(=O)c2ncn(Cc3ccccc3)c2C(=O)NC2CCN(C(=O)OC(C)(C)C)CC2)CC1 as listed: A549 tox: -15%; TGFb SMAD3 inh: ?; HepG2 viability: -25%; IL-1B inflam inh: -18; Nrf2 ARE act: 1.1%; MCF10A rereplic: ?; ATXN2 expr inh: ?; Nrf2 block: ?; ATXN viability: ?
O=C(Nc1cnccn1)Nc1ccccc1F as listed: A549 tox: 1%; TGFb SMAD3 inh: 0%; HepG2 viability: 4%; IL-1B inflam inh: 16; Nrf2 ARE act: -0.1%; MCF10A rereplic: 1%; ATXN2 expr inh: 19%; Nrf2 block: 8%; ATXN viability: i
Cc1ccc(NC(=O)CN(C)C(=O)COC(=O)c2oc3ccccc3c2C)cc1 as listed: A549 tox: -7%; TGFb SMAD3 inh: -16%; HepG2 viability: -7%; IL-1B inflam inh: -10; Nrf2 ARE act: -0.4%; MCF10A rereplic: 3%; ATXN2 expr inh: 1%; Nrf2 block: -26%; ATXN viability: i

Already shown: an excerpt of the list.
SMILES	A549 tox	TGFb SMAD3 inh	HepG2 viability	IL-1B inflam inh	Nrf2 ARE act	MCF10A rereplic	ATXN2 expr inh	Nrf2 block	ATXN viability
C=CCc1ccc(OCCOCCOc2ccc(C)cc2[N+](=O)[O-])c(OC)c1	13%	12%	2%	-20	0.7%	?	-10%	nt	i
CCOC(=O)CSC1=C(C#N)C(c2ccc(OC)cc2)C2=C(CC(C)(C)CC2=O)N1 (stereo not given)	0%	0%	-35%	26	5.0%	?	1%	-2%	i

Bioassay records: PubChem BioAssay, National Center for Advancing Translational Sciences (NCATS)

An unsorted share of the library; overall some 8.8% were active at least once.
